Pol kappa inh – inhibitors of human DNA polymerase kappa | 0.53% of 400,000 active | Potency, µM (doses to about 107 µM), for the others: at the highest dose activity, negative = inhibition, most hits filed as inhibitors | AID 588579 | Q9UBT6 | purified Pol kappa, fluorescent DNA synthesis assay, 10 min; note: % is set by controls: 0 for no effect and ±100 for the full control effect
Target sequence (Q9UBT6 whole entry, looked up): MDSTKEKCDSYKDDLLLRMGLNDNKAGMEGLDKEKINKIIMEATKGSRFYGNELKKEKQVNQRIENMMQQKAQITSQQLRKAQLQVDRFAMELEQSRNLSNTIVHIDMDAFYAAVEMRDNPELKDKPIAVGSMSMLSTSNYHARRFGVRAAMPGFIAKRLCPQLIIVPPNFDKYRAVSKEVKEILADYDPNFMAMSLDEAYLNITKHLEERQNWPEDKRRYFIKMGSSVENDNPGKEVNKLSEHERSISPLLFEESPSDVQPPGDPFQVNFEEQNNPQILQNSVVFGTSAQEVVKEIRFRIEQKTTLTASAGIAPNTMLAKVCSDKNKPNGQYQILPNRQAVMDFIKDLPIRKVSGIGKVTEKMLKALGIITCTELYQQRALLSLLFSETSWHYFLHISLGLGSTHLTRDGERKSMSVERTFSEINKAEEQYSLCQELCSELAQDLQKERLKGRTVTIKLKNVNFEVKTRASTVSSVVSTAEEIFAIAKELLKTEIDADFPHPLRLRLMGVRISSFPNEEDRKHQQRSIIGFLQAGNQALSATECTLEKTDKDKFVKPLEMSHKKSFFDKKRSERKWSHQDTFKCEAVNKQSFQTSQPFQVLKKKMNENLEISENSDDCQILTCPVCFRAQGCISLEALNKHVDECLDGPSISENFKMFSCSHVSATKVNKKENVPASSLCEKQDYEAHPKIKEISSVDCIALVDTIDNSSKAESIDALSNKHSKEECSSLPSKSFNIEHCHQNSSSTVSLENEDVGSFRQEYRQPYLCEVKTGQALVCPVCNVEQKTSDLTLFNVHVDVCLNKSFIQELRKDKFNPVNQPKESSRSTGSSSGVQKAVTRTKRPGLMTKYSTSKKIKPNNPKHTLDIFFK
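Inhibition of 10 nM Pol kappa is measured by a fluorescent read-out at 0 and 10 min following addition of 50 nM substrate (final), with a 15-min room-temperature compound preincubation.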
BLM inh – blocks DNA unwinding by human BLM helicase; P54132; recombinant BLM DNA unwinding, fluorescence dequenching; Potency, µM (series often up to 56.1 µM), for the others: top-dose activity change, negative = inhibition, usual class: inhibitors; 0.2% of 350,000 active; AID 2528;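 note: plate controls were vehicle for no effect and no enzyme for full effect; nearly all actives have a fitted effect of over 35% in size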
Pol eta inh – DNA polymerase eta (human) inhibition; recombinant Pol eta, fluorescent DNA replication assay; Potency, µM (titrated, usually from 114 µM), inactives show at the top dose activity change, negative = inhibition, most hits filed as inhibitors; 1.2% of 390,000 active; AID 588591; note: % is set by controls: 0 for no effect and ±100 for the full control effect
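Pol eta (10 nM) was preincubated with compounds for 15 min at room temperature, after which fluorescent replication substrate (50 nM final) was added to start the reaction. Fluorescence was read kinetically at 0 and 10 min.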
POLI inh – blocks human DNA polymerase iota activity; Q9UNA4; Pol iota fluorescent replication assay, 10 min; Potency, µM (highest dose often 115 µM), for inactives: at the highest dose activity, negative = inhibition, actives largely listed as inhibitors; 1% of 390,000 active
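Pol iota at 10 nM preincubated 15 min with compounds at room temperature; reaction started with fluorescent substrate, 50 nM final. Fluorescence read kinetically at 0 and 10 min; buffer-only wells as negative control.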
POLB inh – inhibitors of human DNA polymerase beta. Pol beta primer extension/strand displacement, fluorescence kinetic. Potency, µM (top dose mostly 114 µM), inactives show at the highest dose activity change, negative = inhibition, usual class: inhibitors. 1.3% of 340,000 active. AID 485314; note: % is set by controls: 0 for no effect and ±100 for the full control effect
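Homogeneous kinetic assay of primer extension and strand displacement by 10 nM Pol beta, preincubated 15 min at room temperature with compound before 50 nM substrate (final) was added. Read at 0 and 10 min; four-parameter Hill fit.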
Apoferritin bind – binds horse apoferritin like a general anesthetic; P02791; apoferritin/1-aminoanthracene competitive binding, fluorescence; Potency, µM (highest dose often 77.5 µM), for inactives: at the highest dose activity change, negative = displacement, usual class: inhibitors; 0.074% of 350,000 active; AID 485281; note: % is set by controls: 0 for no effect and ±100 for the full control effect; nearly all actives have a fitted effect of over 20% in size
Target sequence (P02791 2-175 limits assumed): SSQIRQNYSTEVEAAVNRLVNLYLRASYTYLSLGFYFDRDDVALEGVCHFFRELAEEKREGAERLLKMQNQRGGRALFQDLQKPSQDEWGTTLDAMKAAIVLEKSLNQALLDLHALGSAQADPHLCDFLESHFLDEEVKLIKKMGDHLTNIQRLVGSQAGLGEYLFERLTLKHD
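Horse-spleen apoferritin (10 uM) was mixed with 50% saturated 1-aminoanthracene in PBS, exposed to compounds for 10 min at room temperature, and read for fluorescence (ex 380 nm, em 535 nm). Competitive displacement was fitted with a four-parameter Hill equation.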
BAZ2B inh – blocks human BAZ2B | 4.4% of 360,000 active | AID 504333 | AlphaScreen BAZ2B-H3K14Ac peptide displacement | Q9UIF8 | Potency, µM (highest dose often 114 µM), for the others: at the highest dose activity change, negative = inhibition, hits mostly inhibitors; note: % is set by controls: 0 for no effect and ±100 for the full control effect; nearly all actives have a fitted effect of over 60% in size
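Inhibition is scored as reduced AlphaScreen emission. The BAZ2B/b-H3(5-23)K14Ac complex (50 nM each) in PBS pH 7.4, 0.01% Tween-20 meets compound (up to 110 uM) for 30 min at RT before bead addition.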
G9a inh – inhibitors of human histone lysine methyltransferase G9a | Q96KQ7 | G9a H3K9 monomethylation, AlphaScreen, 2 h | Potency, µM (titrated, usually from 102 µM), for the others: top-dose activity, negative = inhibition, actives largely listed as inhibitors | 8.8% of 350,000 active | AID 504332; note: % is set by controls: 0 for no effect and ±100 for the full control effect; nearly all actives have a fitted effect of over 75% in size
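Step 1: enzyme (final 20 nM) with compound, 15 min RT. Step 2: substrate peptide 500 nM and SAM 20 uM, 2 h RT. Step 3: anti-H3K9me1 antibody and AlphaScreen beads, 10 min, then plate read.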
APE1 inh – blocks human APE1 abasic DNA cleavage | Potency, µM (highest dose often 65.8 µM), for inactives: top-dose activity change, negative = inhibition, usual class: inhibitors | recombinant APE1, TAMRA/BHQ-2 abasic DNA cleavage fluorescence | 0.35% of 350,000 active | P27695;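 note: plate controls were vehicle for no effect and reference inhibitor for full effect; nearly all actives have a fitted effect of over 55% in size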
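Step 1: APE1 (0.75 nM) with compound, 15 min RT. Step 2: add 50 nM fluorophore/quencher THF duplex. Step 3: three fluorescence reads 60 s apart (525/598 nm); read 3 minus read 1 = reaction progress.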
* marks the source's active call; other numbers are inactive results; ? = inconclusive; . = no result given; & = joins results of further samples; [ ] = remark or other dose. Calls come from the whole dose curve; as a rule, active = well fitted curve in the direction sought with a large enough effect; inconclusive = small, poorly fitted or top-dose-only effect, or another doubt; inactive = no such curve, though single readings can be large; an effect the other way counts as inactive or inconclusive. Potency is the fitted concentration of half-maximal effect. Some of the compounds tested; the hit share may differ from the screen's.

Every second line gives: POLI inh | G9a inh | Pol eta inh | POLB inh | BAZ2B inh | Pol kappa inh | BLM inh | APE1 inh | Apoferritin bind
- CC(=O)N1N=C2c3ccccc3CCC2C1c1ccc(F)cc1 (configuration not stated)
  68%[activator] | 6% | -18% | 0% | -8% | -2% | -4% | -3% | 1%
- CC(=O)CCCC(NS(=O)(=O)CCC(Cl)(Cl)Cl)c1ccccc1 (configuration not stated)
  -17% | -10% | -1% | 13% | -1% | -2% | -2% | 9% | -8%
- COc1ccc(CNC(=O)c2cnc3sc(N4CCC(C)CC4)nn3c2=O)c(OC)c1
  -8% | 7%[59 µM] | -14% | -18% | 5% | 0% | -1% | . | -5%
- CCC12CN3CCN(CC(C3)/C1=N\NC(=O)c1ccc(C(C)(C)C)cc1)C2
  20% | 4%[59 µM] | -24% | 1% | 3% | 0% | -1% | 6% | 0%
- CCOC(=O)c1ccc(-c2ccc(/C=N/NC(=O)c3cncc(Br)c3)o2)cc1
  187%[activator] | 0% | -15% | 28% | -14% | -1% | -2% | 0% | -8%
- CCC(CC)c1nnc(NC(=O)C2CSC3(C)CCC(=O)N23)s1 (configuration not stated)
  29% | 2%[0.501 µM] | -7% | . | -4% | -14% | . | -5% | .
- NC(=O)c1cccc([N+](=O)[O-])c1
  -15% | 0%[0.501 µM] | -6% | . | -2% | -16% | . | 0%&0% | .
- CC(C)CCNc1nc2ccccc2nc1NS(=O)(=O)c1cccs1
  12% | -7% | -13% | 0% | 0% | -13% | -4% | 2% | -9%
- O=C(OCC1OC(n2ncc(=O)[nH]c2=O)C(OC(=O)c2ccccc2)C1OC(=O)c1ccccc1)c1ccccc1 (configuration not stated)
  ? | 18%[12.7 µM] | 89µM* | ? | 50µM* | ? | -18% | 4% | ?
- O=C(CN1C(=O)C2C3C=CC(C3)C2C1=O)Nc1ccc2nccnc2c1 (configuration not stated)
  42%[activator] | 14% | 2% | 19% | 8% | 3% | 0% | -1% | 0%
- O=C(c1ccc(Cl)cc1)c1c[nH]c(C(=O)NNc2cccc(Cl)n2)c1
  6% | ? | 6% | -1% | -14% | -20% | -3% | -1% | -10%
- Cc1nc(-c2ccccc2)nc2[nH]c(-c3ccccc3)cc(=O)c12
  5% | 13%[12.7 µM] | 9% | -14% | 7% | -12% | 5% | -2% | ?
- Cc1cc(C)nc(NS(=O)(=O)c2ccc(N3C(=O)c4ccccc4C3=O)cc2)n1
  12% | -1%[59 µM] | -26% | -2% | -3% | 3% | 2% | -1% | -3%
- O=C(COn1nnc2ccccc21)NCC1CCCCC1
  ? | 7%[12.7 µM] | 6% | ? | 4% | -13% | 1% | -3% | -14%
- CCc1ccc(NC(=O)c2cc(=O)c3ccc(C)c(C)c3o2)cc1
  -12% | -27%[59 µM] | -9% | 8% | -13% | -32% | 1% | . | ?
- C/C(=N\NC(=O)c1cccc(S(=O)(=O)N2CCCC2)c1)c1cccs1
  56%[activator] | 31% | -6% | 0% | -17% | -6% | 2% | 1% | -6%
- O=C(N1CCN(c2ccccc2F)CC1)C1(c2cccs2)CCOCC1
  140%[activator] | 2% | -19% | 4% | 0% | -10% | 3% | -5% | -3%
- Cc1ccccc1C(=O)Nc1cc(C)c(O)c(-c2nc3ccccc3o2)c1
  13% | 1%[59 µM] | -11% | -1% | -19% | 6% | -2% | . | 5%
- CN(CCOC(=O)c1cccc(F)c1)Cc1ccccc1
  ? | -1%[59 µM] | -8% | 3% | -1% | -18% | 2% | -13% | -7%
- CCOC(=O)C(=Cc1ccc(OCc2ccc([N+](=O)[O-])cc2)c(OC)c1)C(=O)OCC
  -5% | -26%[12.7 µM] | -14% | -7% | -3% | -8% | -12% | -7% | -12%
- COc1cccc(CNC(=O)CCS(=O)(=O)c2cccc3nsnc23)c1
  16% | -49%[59 µM] | -1% | 29% | -3% | -3% | -1% | -7% | -15%
- OCC1(CCOc2ccccc2)CCN(Cc2ccccc2OC(F)F)CC1
  7% | 12% | -17% | 28% | -5% | 2% | -5% | 6% | -10%
- O=C(Oc1ccc(C(=S)N2CCCCC2)cc1)c1ccccc1
  -6% | 35µM* | -1% | 0% | -16% | -8% | -7% | 6% | ?
- O=[N+]([O-])c1ccc(Sc2n[nH]c(-c3ccccc3)n2)nc1
  3% | ? | 2% | 10% | -4% | -7% | 0% | 7% | -7%
- COc1ccc(-c2cc3ccc(OCc4nn[nH]n4)cc3oc2=O)cc1
  17% | -8%[59 µM] | 18µM* | ? | 29% | -13% | 4% | ? | 916%[activator]
- O=C(c1ccccc1F)N1CCN(c2ccc([N+](=O)[O-])c(NCc3cccnc3)c2)CC1
  6% | ? | -5% | 2% | ? | -22% | 0% | 2% | -13%
- Cn1nc(C(F)(F)F)c(/C=N/OC(=O)c2ccccc2Cl)c1SCc1ccccc1Cl
  18% | 11%[59 µM] | -13% | -13% | 18% | -26% | -9% | -4% | -16%
- N[C@H](C(=O)O)c1cccc(O)c1
  . | 39%[59 µM] | . | . | . | 8%&-10%&-7%[19.4 µM] | -1%&5% | -2%&-9%&6% | 14%
- C/C(=C\c1ccccc1)C(=O)NC1CCSC1=O (configuration not stated)
  -26%[58.9 µM] | . | -15% | 3% | 0% | -8% | -1% | 12% | -8%
- CC(C)CN(C(=O)CCNC(=O)c1ccc([N+](=O)[O-])cc1)C1CCS(=O)(=O)C1 (configuration not stated)
  23% | . | -5% | . | . | -4% | . | -4% | .
- CNC(=O)COC(=O)c1ccc(OCC(=O)Nc2ccccc2OC)c(OC)c1
  53%[activator] | -2% | -5% | -5% | -3% | 2% | -4% | -5% | 2%
- CSc1ccc(C(=O)NCC(=O)O)cc1[N+](=O)[O-]
  21% | -30% | ? | -1% | -11% | 6% | 1% | ? | 1%
- Clc1ccccc1CNc1ncnc2c1c(-c1ccccc1)cn2-c1ccccc1
  30% | -10%[59 µM] | -12% | 2% | -15% | -8%[60.1 µM] | -8% | . | 44%[activator]
- COc1cccc(Nc2ncc3nc(C)c(=O)n(-c4ccccc4)c3n2)c1
  . | 5%[0.501 µM] | . | . | . | 0%[60.1 µM] | -4% | -1% | .
- Cc1cccc(NC(=O)CCCCCN2C(=O)c3ccccc3C2=O)n1
  5% | -44%[59 µM] | -6% | 6% | 0% | -10% | 5% | 3% | -19%
- CCCCN(C(=O)c1cccc(S(=O)(=O)N2CCN(C)CC2)c1)c1c(N)n(CC(C)C)c(=O)[nH]c1=O
  -17% | -26% | -12% | . | 30% | -7% | . | 4% | .
- CCOc1cc(/C=N/NC(=O)CCCC(=O)NC2CCCCC2)ccc1O
  -2% | -12% | -11% | 2% | 6% | -18% | 3% | 1% | -4%
- Cc1ccc(S(=O)(=O)N2CCN=C2SCc2ccccc2)cc1
  23% | 118%[activator] | -16% | 24% | 34% | -6%[60.1 µM] | -21% | -7% | -18%
- O=C(Nc1c2c(nn1-c1ccc([N+](=O)[O-])cc1)CS(=O)(=O)C2)c1ccccc1F
  17% | 20%[59 µM] | -10% | -1% | -14% | 1% | -3% | 69%[activator] | -4%
- COc1ccc(C(=O)N/N=C/c2ccccc2C(=O)O)cc1OC
  36%[activator] | 0% | -5% | -7% | -14% | 11% | -3% | 1% | -3%
- Cc1ccc(CNC(=O)CCCCCn2c(=O)c3sccc3n(CC(=O)N(C)c3ccccc3)c2=O)cc1
  ? | 3%[59 µM] | . | 0% | -1% | -13% | 3% | . | 0%
- Cc1ccc(NC2SC(=O)N(Cc3cccc(C(=O)O)c3)C2=O)c(C)c1 (configuration not stated)
  -16% | -36% | -9% | 0% | -21% | -14% | 1% | 1% | -2%
- COc1cccc(/C(C)=N/NC(=O)Cc2c(C)[nH][nH]c2=O)c1
  22% | 29% | -18% | 1% | -13% | 1% | 0% | -4% | -3%
- CC/C(=N\NC(=O)c1nnn(-c2nonc2N)c1-c1cccs1)c1ccccc1
  51%[activator] | 34% | -9% | 26% | -4%[57.1 µM] | -8% | -1% | 8% | -17%
- COc1cccc(-c2nnn(CC(=O)Nc3cc(OC)c(NC(=O)c4ccco4)cc3OC)n2)c1
  22% | -2%[12.7 µM] | 6% | 33% | 7% | -12% | -4% | 3% | 4%
- CCOc1ccc(OCCCC(=O)ON=C(N)c2ccccc2Cl)cc1
  -13% | 13%[12.7 µM] | -12% | . | 62%[activator] | -11% | . | 2% | .
- COc1ccc(C2c3c(-c4ccccc4)n[nH]c3C(=O)N2c2ccc(C(=O)O)cc2)cc1 (configuration not stated)
  -17% | 1% | 5% | 15% | -17% | -10% | -1% | -1% | -4%
- COc1cc(CNS(=O)(=O)c2ccc3c(c2)CC(C)N3C(=O)C2CCC2)cc(OC)c1OC (configuration not stated)
  12% | 7% | -4% | 0% | -19% | 3% | 2% | 44% | -12%
- COc1ccc2c(c1)[C@H]1[C@H](CO2)[C@H](c2ccccc2)[C@]2(C)C(=O)Nc3ccc(Br)cc3C(=O)N12
  -3% | . | -10% | . | . | -5% | . | -6% | .
- Nc1ccn([C@@H]2O[C@H](COS(=O)(=O)O)[C@@H](O)[C@H]2O)c(=O)n1
  -9% | . | -11% | . | . | 6% | . | -2% | .
- Cc1[nH]c2ccc(C(=O)NCCN3CCCCCC3)cc2c1C
  23% | 50µM* | -16% | 11% | -30%[57.1 µM] | -2% | 1% | -9% | -11%
- CCCC(O)(CCN1CCOCC1)c1ccc(Cl)cc1 (configuration not stated)
  -24% | 20%[12.7 µM] | -9% | -4% | -6% | 0% | -1% | 1% | -3%
- CN(C)S(=O)(=O)N1CCN(S(=O)(=O)c2ccccc2)CC1
  22% | -1%[12.7 µM] | -15% | 5% | 10% | -7% | -2% | 0% | -12%
- Nc1nnc(SCC(=O)NCCNC(=O)CSc2nnc(N)s2)s1
  -8% | 4%[0.501 µM] | -3% | . | 14% | -16% | . | 8% | .

Compound activity as filed in PubChem BioAssay.
